Bioassay records (PubChem BioAssay)
GLP-1R agonist – qHTS of GLP-1 Receptor Agonists. Glucagon-like peptide 1 receptor (Homo sapiens), P43220. AID 624172, 2012. HEK293 GLP-1R CRE-luciferase, luminescence, 4-6 h; cells express a hypersensitive GLP-1R form. 380,000 compounds, 0.007% hits. Potency, µM (doses to about 45.6 µM), without a hit: at the top dose activation, actives largely listed as activators; note: potency is the fitted concentration of half-maximal effect; % of control where 0% means no effect
Target sequence (P43220 whole entry, looked up): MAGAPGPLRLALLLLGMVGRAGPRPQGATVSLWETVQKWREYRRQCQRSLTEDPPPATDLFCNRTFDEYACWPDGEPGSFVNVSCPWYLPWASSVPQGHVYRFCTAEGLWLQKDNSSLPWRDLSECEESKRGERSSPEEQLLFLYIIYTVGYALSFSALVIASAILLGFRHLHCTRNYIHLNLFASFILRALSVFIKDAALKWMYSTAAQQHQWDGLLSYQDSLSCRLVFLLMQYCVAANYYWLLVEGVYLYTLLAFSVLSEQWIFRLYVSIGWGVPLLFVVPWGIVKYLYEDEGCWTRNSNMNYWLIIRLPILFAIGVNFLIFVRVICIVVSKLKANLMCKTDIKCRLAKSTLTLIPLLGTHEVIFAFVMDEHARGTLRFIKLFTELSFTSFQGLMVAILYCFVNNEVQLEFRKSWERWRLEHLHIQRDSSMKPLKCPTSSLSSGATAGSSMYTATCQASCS
IL2 activator – qHTS of IL-2 Activators. IL-2 activation reporter assay, cell-based qHTS; stimulated with anti-CD3/CD4/CD28 beads; in transgenic mouse T cells. activation, % (series mostly up to about 46 µM). 360,000 compounds, 0.065% hits. AID 652025, 2013; in the data active = activation above about 50%; inconclusive = mostly about 30% to 49%; note: 0% is about no effect
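Unstimulated transgenic mouse T cells, 750 per well, received compound and, after 60 minutes, anti-CD3/anti-CD4 bead plus anti-CD28 stimulation. EGFP and DsRed were quantified after 18 hours.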
D3 antag – qHTS of D3 Dopamine Receptor Antagonist: qHTS; D(3) dopamine receptor (Homo sapiens), P35462; D3R cells, DiscoveRx beta-arrestin luminescence, antagonist mode; hits give low values; max response, negative = inhibition, %; 360,000 compounds, 2.5% hits; AID 652054, 2013; in the data active = max response below about -50%; inconclusive = no clear call, values can overlap the other calls; note: % is set by controls: 0 for no effect and ±100 for the full control effect; mostly tested at two doses, the higher about 12 µM
Target sequence (P35462 whole entry, looked up): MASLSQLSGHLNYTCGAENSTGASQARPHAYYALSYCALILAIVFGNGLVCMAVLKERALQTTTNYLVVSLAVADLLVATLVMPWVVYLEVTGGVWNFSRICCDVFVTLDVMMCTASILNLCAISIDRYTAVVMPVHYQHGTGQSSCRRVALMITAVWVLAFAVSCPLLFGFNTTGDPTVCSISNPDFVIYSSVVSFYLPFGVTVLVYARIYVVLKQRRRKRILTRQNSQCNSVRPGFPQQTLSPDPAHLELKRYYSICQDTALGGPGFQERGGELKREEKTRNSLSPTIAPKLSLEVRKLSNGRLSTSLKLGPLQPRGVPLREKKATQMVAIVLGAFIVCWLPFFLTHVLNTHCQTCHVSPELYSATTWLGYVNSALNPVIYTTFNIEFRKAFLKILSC
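Cells expressing the human receptor were seeded at 1500 cells/well, incubated overnight at 37 degrees C in 5% CO2, then exposed to library compounds with dopamine controls for 90 minutes at 37 degrees C before luminescent detection.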
PLK1 PBD block – qHTS for Inhibitors of PLK1-PDB (polo-like kinase 1 - polo-box domain): Primary Screen; Plk1 PBD binding of FITC phosphopeptide, fluorescence polarization; Potency, µM, inactives show max response, negative = inhibition, actives largely listed as inhibitors; 360,000 compounds, 2.8% hits; AID 720504, 2013; note: potency is the fitted concentration of half-maximal effect; series mostly up to about 57 µM; % is set by controls: 0 for no effect and ±100 for the full control effect; nearly all actives have a fitted effect of over 65% in size
HEK293 tox – qHTS of GLP-1 Receptor Inverse Agonists: Cytotox Screen | Potency, µM (doses to about 38.3 µM), without a hit: at the highest dose activity change, negative = inhibition, usual class: inhibitors | AID 624418, 2012 | HEK293 cAMP-luciferase reporter cells, luminescence, 24 h | 410,000 compounds, 0.13% hits;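 note: loss of luciferase light is scored as toxicity; potency is the fitted concentration of half-maximal effect; % is set by controls: 0 for no effect and ±100 for the full control effect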
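1536-well qHTS counterscreen of the MLSMR; 200 cells/uL, 12 h pre-incubation, 23 nL cpd, 24 h at 37 deg C 5% CO2, luciferase detection reagent, 12 min RT, luminescence. Inhibition = undesired.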
D3 ag – qHTS of D3 Dopamine Receptor Agonist: qHTS; D(3) dopamine receptor (Homo sapiens), P35462; D3R DiscoveRx beta-arrestin cells, luminescence, 90 min; max activation, %; 410,000 compounds, 0.58% hits; AID 652048, 2013; in the data active = max activation above about 30%; note: 0% is about no effect; mostly tested at two doses, the higher about 12 µM
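Agonist-mode cell screen: cells plated at 1500/well and incubated overnight at 37 °C, then exposed to library compounds for 90 min at 37 °C. Detection reagent was added for 30–60 min at room temperature, and luminescence was read.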
WRN inhibitor – qHTS for Inhibitors of WRN Helicase. Bifunctional 3'-5' exonuclease/ATP-dependent helicase WRN (Homo sapiens), Q14191. WRN helicase unwinding, fluorescent forked duplex, kinetic. Potency, µM (highest dose often 114 µM), for inactives: at the highest dose activity change, negative = inhibition, actives largely listed as inhibitors. 360,000 compounds, 0.46% hits; note: potency is the fitted concentration of half-maximal effect; % is set by controls: 0 for no effect and ±100 for the full control effect; nearly all actives have a fitted effect of over 55% in size
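WRN at 20 nM final preincubated with compound 15 min at room temperature; reaction started with 100 nM fluorophore/quencher forked duplex oligonucleotide and 2 mM ATP final. Unwinding followed kinetically by red fluorescence (ex 525, em 598 nm).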
GLP-1R inv ag – qHTS of GLP-1 Receptor Inverse Agonists (Inhibition Mode); Glucagon-like peptide 1 receptor (Homo sapiens), P43220; HEK293 GLP-1R CRE-luciferase, luminescence, 24 h; GLP-1R form is constitutively active; Potency, µM (titrated, usually from 38.3 µM), inactives show at the top dose activity change, negative = inhibition, usual class: inhibitors; 410,000 compounds, 1.6% hits; AID 624417, 2012; note: potency is the fitted concentration of half-maximal effect; % is set by controls: 0 for no effect and ±100 for the full control effect; nearly all actives have a fitted effect of over 55% in size
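Constitutively active GLP-1R drives a cAMP-responsive luciferase in stably transfected HEK293 cells; test compounds are added after overnight (12 h) attachment and left 24 hr, and signal loss in luminescence marks inhibition.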
PI5P4Ka inh – qHTS for Inhibitors of phosphatidylinositol 5-phosphate 4-kinase (PI5P4K). Phosphatidylinositol 5-phosphate 4-kinase type-2 alpha (Homo sapiens), P48426. PI5P4Kalpha enzyme, ADP-Glo luminescence, 60 min; hits give low values. max response, %. 330,000 compounds, 1.2% hits. AID 652105, 2013; active = max response of -50% or lower; inconclusive = between -30% and -50%; inactive = -30% or higher; note: value at the top dose of about 77 µM; % is set by controls: 0 for no effect and ±100 for the full control effect
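Luminescence from ADP-Glo served as readout of PI5P4Kalpha activity in a qHTS format. Reaction: enzyme, substrate, compound, ATP at 5 microM final, 60 min at RT.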
Numbers without * were called inactive; ? = inconclusive; / = no result given; [ ] = dose if it differs, or a comment. Unless noted, calls come from the whole dose curve; as a rule, active = well fitted curve in the direction sought with a large enough effect; inconclusive = small, poorly fitted or top-dose-only effect, or another doubt; inactive = no such curve, though single readings can be large; an effect the other way counts as inactive or inconclusive.

Compound	GLP-1R agonist	PI5P4Ka inh	IL2 activator	D3 antag	WRN inhibitor	HEK293 tox	D3 ag	PLK1 PBD block	GLP-1R inv ag
CC1CCCCN1CCCNC(=O)Cn1c(=O)c2cccn2c2ccccc21 (stereo not drawn)	-5%	4	-1.6	12	-1%	-16%	-13	-4%	14%
O=C(NCc1ccccc1)Nc1cccn(Cc2ccc(F)cc2)c1=O	-4%	1	0.4	1	1%	4%	5	-7%	3%
C[C@H]1Cn2cnc(C(=O)NCc3ccc(CNC(=O)OC(C)(C)C)cc3)c2C(=O)N1	-2%	0	-1.5	3	0%	2%	0	6%	22%
CCN(CC)CCNC(=O)c1ccc(NC(=O)C2CCN(c3ncnc4sc(C)c(C)c34)CC2)cc1	4%	-2	-1.0	?	7%	-27%	-14	-12%	?
COC(=O)[C@@]12C[C@@H](CC(=O)N3CCN(C(=O)C4CC4)CC3)C(=O)N(Cc3ccco3)C1=CCC(C)(C)C2	/	-1	0.6	1	-1%	-10%	6	4%	7%
Cc1ccc(CNC(=O)CSc2nc3ccccc3c(=O)n2CC2CCCO2)cc1 (stereo not drawn)	-9%	-3	0.4	-7	7%	2%	-1	-17%	10%
O=C(Cc1c(F)cccc1Cl)Nc1ccncc1	-2%	/	-2.1	11	-7%	-21%	2	-3%	-26%
COc1ccc(F)c(CN2CCN(CCc3ccccc3)C(CCO)C2)c1 (stereo not drawn)	1%	4	-0.1	?	-17%	-6%	-9	-4%	-46%
Cc1ccc(S(=O)(=O)NC2=NCN(CC(=O)O)CN2)cc1	1%	0	0.5	-21	8%	-8%	-2	-8%	10%
Cc1cc(C)nc(N2CCN(c3ccc(F)cc3)CC2)n1	-3%	-6	-0.5	1	-3%	1%	4	3%	-1%
Nc1[nH]c(C(=O)c2ccccc2)c(-c2ccccc2Br)c1C(=O)NCCc1ccc(Cl)cc1Cl	-2%	0	-0.9	-4	2%	3%	1	-16%	1%
COc1ccc(N2CCN(S(=O)(=O)c3cn(C)c(=O)n(C)c3=O)CC2)cc1	2%	4	0.8	2	4%	5%	1	-3%	22%
O=C(COc1cccc(C(F)(F)F)c1)Nc1ccc2[nH]ncc2c1	-3%	-4	0.2	3	3%	-14%	-2	2%	6%
Cc1cccc(NC(=S)NCc2ccc3c(c2)OCO3)c1C	0%	3	0.0	-4	-2%	-8%	1	-2%	7%
COc1ccc(S(=O)(=O)N2CCc3ccccc32)cc1NC(C)=O	7%	-3	3.2	4	7%[57.1 µM]	-5%	16	-5%	-8%
CCOc1ccccc1C(=O)NCC(=O)N(C)Cc1cccnc1	7%	1	-4.4	-7	3%	0%	12	-21%	2%
COc1ccc(C(c2sc3nc(C)nn3c2O)N2CCN(CCO)CC2)cc1OC (stereo not drawn)	-2%	-4	-0.4	23	0%	5%	-4	8%	32%
CCOCCCNC(=O)c1ccc(OC)c(OC2CCN(C(C)C)CC2)c1	-2%	5	-0.3	-4	-4%	5%	2	-3%	4%
O=C(COC(=O)c1cc(S(=O)(=O)N2CCOCC2)ccc1Cl)NC1CCCCC1	11%	1	-1.5	-20	-7%	13%	-4	-8%	-17%
Cc1cc2occ(CC(=O)Nc3nccs3)c2cc1C(C)C	-11%	/	-0.3	19	-5%	9%	4	-3%	4%
COC(=O)c1c(NC(=O)CCS(=O)(=O)c2ccccc2)sc2c1CCN(C)C2	-2%	-9	-4.7	15	1%	-25%	-6	-3%	-5%
O=C(c1ccco1)N1CCN(c2ccc(N3CCCCC3)nn2)CC1	-10%	5	-0.5	1	-7%	29%	3	-6%	-3%
Cc1ccc(NC(=O)CNc2ccccc2N2CCCC2=O)cc1S(=O)(=O)N1CCOCC1	-6%	-6	0.4	7	-11%	0%	2	3%	5%
Oc1cccnc1SCc1ccccc1	22%	6	0.2	0	1%	-5%	-4	-11%	13%
CCCCOc1ccc(-c2nnn(CCC(=O)N3CCOCC3)n2)cc1	-1%	/	1.3	-96*	-2%	-4%	7	-1%	-29%
FC(F)(F)c1ccc(/C=N/NC(=S)NC2CCCCC2)cc1	0%	-3	-0.9	-14	-2%	?	1	1%	-5%[7.66 µM]
N#Cc1ccccc1NC(=O)COC(=O)CSc1nc2ccccc2o1	8%	-1	0.3	-14	-3%	17%	-18	-15%	2%
CCOC(=O)c1ccc(N2C(=O)C3CC=C(C)CC3C2=O)cc1 (stereo not drawn)	4%	2	-0.3	33	6%	-5%	-4	-2%	5%
O=S(=O)(c1ccc(Cl)cc1)N1CCCC(c2nc(-c3ccc(F)cc3)no2)C1 (stereo not drawn)	0%	20	0.1	16	-2%	4%	8	3%	9%
CC(Sc1ncn[nH]1)C(=O)Nc1ccc(Cl)cn1 (stereo not drawn)	0%	1	0.6	3	-9%	-5%	0	2%	-11%
CCOC(=O)c1[nH]c2ccc(OC)cc2c1NC(=O)CN1CCc2ccccc2C1	-2%	4	-1.9	-16	-16%	10%	9	-7%	?
Cc1cccc(NC(=O)C2CCN(C(=O)c3ccco3)CC2)c1C	7%	1	0.1	1	0%[57.1 µM]	-7%	4	-9%	12%
CCN1C(=O)c2ccc(-c3nc4ccccc4c(=O)o3)cc2C1=O	-2%	3	0.8	15	-2%	-1%	3	-1%	6%
CC(=O)N1c2ccccc2NC2=C(C(=O)CCC2)C1c1ccco1 (stereo not drawn)	0%	-27	0.6	-7	3%	4%	-7	-17%	-23%
COc1ccc(CC(=O)Nc2c(C(=O)Nc3ccccc3F)oc3ccccc23)cc1	2%	/	/	/	/	4%	6	/	21%
CCSc1n[nH]c2nc3c(c(=O)n12)C1(CCCCC1)Cc1ccccc1-3	-3%	-7	0.2	0	1%	7%	5	13µM*	12%
CCOc1cc(C(=O)N2CCC(CC3CC(c4ccc(Cl)cc4)=NO3)(C(=O)NCC3CCCCC3)CC2)cc(OCC)c1OCC (stereo not drawn)	-3%	7	-0.4	1	0%	2%	-8	1%	?
CCc1nc(NCCC(C)C)c2nnn(Cc3ccccc3)c2n1	14%	1	-0.4	-6	4%	2%	-6	-6%	-20%
CSCCC(NC(=O)c1cccc([N+](=O)[O-])c1)c1nc2ccccc2[nH]1 (stereo not drawn)	-4%	9	-4.5	-53*	-10%	10%	-26	-3%	0%
COc1cc(NC(=S)N2CCN(Cc3ccccc3)CC2)cc(OC)c1	0%	4	-0.2	13	-16%	-5%	4	-6%	?
NC1=NC2(CCC(c3ccccc3)CC2)n2c(nc3ccccc32)N1 (stereo not drawn)	-17%	-10	-0.4	27	11%	?	-4	-4%	?
Cc1ccc(CCNS(=O)(=O)c2cnc[nH]2)cc1	-10%	-2	1.3	-66*	-3%	9%	-4	1%	5%
CCN1C(=O)c2cccc3c(NC(=O)c4ccc5c(c4)OCCO5)ccc1c23	36%	/	0.8	13	-15%	?	12	19%	17%
O=C(Nc1sc2c(c1C(=O)c1ccccc1)CCCC2)c1cccnc1	-1%	-3	-0.7	2	0%	-44%	3	-2%	-16%
O=C(N/N=C/c1cccc(OC(=O)c2ccccc2Cl)c1)c1cccnc1	2%	0	-0.7	5	11%	19%	1	1%	26%
CCN1CCN(c2nc3c(c(=O)n(C)c(=O)n3C)n2Cc2cccc3ccccc23)CC1	5%	/	-2.6	7	0%	-9%	13	-13%	0%
Cc1ccc(S[C@@H](CCN2CC[C@H](O)CCC2=O)c2ccccc2)cc1	8%	2	-0.6	0	-2%	-13%	5	?	-14%
CC(C)Nc1nc(NC(C)C)nc(Nn2cnnc2)n1	17%	2	0.1	8	-4%	14%	-1	-19%	53%[activator]
CCN(CC)C(=O)C1=C(C)N(CCCOC)C(=O)C(CC(=O)NC(c2ccccc2)c2ccccc2)C1 (stereo not drawn)	3%	-2	-1.2	-21	3%	18%	-11	-3%	4%
Cc1nn(CCCC(=O)NCCc2ccccc2)c(C)c1[N+](=O)[O-]	11%	1	-0.4	-23	-4%	0%	-4	-8%	5%
Cc1[nH]c2ccccc2c1C(=O)CN1CC(C)CC(C)C1 (stereo not drawn)	-7%	8	-0.5	-3	-3%[57.1 µM]	?	20	-10%	?

3 structures out of the list, arranged by count of non-hydrogen atoms, smallest number first:
Compound	GLP-1R agonist	PI5P4Ka inh	IL2 activator	D3 antag	WRN inhibitor	HEK293 tox	D3 ag	PLK1 PBD block	GLP-1R inv ag
CCOC(=O)c1ccc(N2C(=O)C3CC=C(C)CC3C2=O)cc1 (stereo not drawn)	4%	2	-0.3	33	6%	-5%	-4	-2%	5%
Cc1cccc(NC(=O)C2CCN(C(=O)c3ccco3)CC2)c1C	7%	1	0.1	1	0%[57.1 µM]	-7%	4	-9%	12%
CCSc1n[nH]c2nc3c(c(=O)n12)C1(CCCCC1)Cc1ccccc1-3	-3%	-7	0.2	0	1%	7%	5	13µM*	12%
